Source: PubChem BioAssay (National Center for Advancing Translational Sciences (NCATS))
Pf Dd2 inh: qHTS Primary assay for Inhibitors of Plasmodium falciparum Dd2 growth in vitro. Potency, µM (titrated, usually from 28.9 µM), inactives show top-dose activity, negative = inhibition, actives largely listed as inhibitors. AID 1347417, 2020. P. falciparum Dd2 growth, SYBR Green, 72 h. hit rate 4.3% among 120,000; active = well fitted inhibition curve with a large enough effect; inconclusive = small, poorly fitted or top-dose-only effect; inactive = no such curve, though single readings can be large or run the other way;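 note: plate controls were DMSO vehicle for no effect and reference drug for full effect; nearly all actives have a fitted effect of over 65% in size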
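Infected erythrocytes (Dd2, 0.3% parasitemia, 2.5% hematocrit final) are added to compound in RPMI-1640/Albumax II medium, grown 72 h at 37C in low oxygen, then lysed with saponin/Triton-X containing SYBR Green and read by fluorescence.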
* = called active by the depositor; i = inactive; ? = inconclusive; [ ] = remark or other dose. Potency is the fitted concentration of half-maximal effect. A portion of the library; the hit share may differ from the screen's.

SMILES | Pf Dd2 inh
CCN(CC)C(=O)c1coc(COc2ccc3c(c2)C(c2cccc(F)c2)N(C(=O)C(C)C)CC3)n1 (stereo not drawn) | ?
COC(=O)N(C)Cc1cccc(C(F)(F)F)c1 | 9.7%[44.1 µM]
CCC(=O)NCC12CCCC=C1N(C)C(=O)CC2 (stereo not drawn) | 4.5%
COc1ccccc1C(=O)N1CCC2(CC1)COc1ccccc1C(=O)N2 | i
O=C(Cc1ccc(F)cc1)Nc1ccc2ncnc(N3CCCC3)c2c1 | -20.4%
O=C(O)CCC(=O)N1CCC2(CC1)C(=O)NCN2C(=O)Cc1c[nH]c2ccccc12 | 0.8%
C[C@H]1CN(S(=O)(=O)c2ccccc2)C[C@@H]1c1nc(-c2ccncc2)no1 | 21.0%
CCN(Cc1ccccc1)C(=O)C1CCCN(C(=O)c2cccnc2)CCC(=O)NCC1 (stereo not drawn) | -4.7%
CN1C(=O)Cc2cc(S(=O)(=O)N3CCN(c4ccccc4F)CC3)ccc21 | ?
CN(Cc1cccnc1)c1nc2c(c(=O)[nH]1)CCN(Cc1ccc(C(F)(F)F)cc1)CC2 | i[5.79 µM]
COc1ccccc1N1CCN(C(=O)C2CCCN(S(=O)(=O)c3ccc4c(c3)CCCN4C(C)=O)C2)CC1 (stereo not drawn) | ?
CC(C)(C)C(=O)Nc1cc(-c2cccc(Br)c2)nn1-c1ccccc1 | 4.8%
COc1ccc(N2Cc3c(NCC4CCCCCC4)ncnc3N(C)CC2=O)cc1 | ?
COc1cccc(CNC(=O)c2cccc(N3CCCS3(=O)=O)c2)c1 | 2.6%
O=C(NCCc1ccccc1)N1CCC(Oc2ccc(-c3noc(C4CC4)n3)cc2)C1 (stereo not drawn) | -17.9%[5.79 µM]
Cn1cc(C(NS(=O)(=O)c2cccc3c2OCCO3)C2CC(O)C2)cn1 (stereo not drawn) | ?
CCOc1ccc(C(=O)N2CCC3(CC2)N(CCOC)C(=O)CS3(=O)=O)cc1 | 6.9%
O=C(NC1CCN(c2cnn(Cc3ccccc3)c(=O)c2)CC1)c1ccoc1 | ?
Cc1ccc(C)c(CN2C(=O)c3ccccc3Sc3ccc(C(=O)NCc4ccco4)cc32)c1 | 11.2µM*
CCN(CC)C(=O)Cn1c(=O)n(-c2ccc(Cl)cc2)c(=O)c2c3c(sc21)CCCCC3 | ?
Cc1ccc(C(=O)CSc2nnc(-c3ccccc3)n2-c2ccccc2)cc1 | i
O=C(c1nccc2ccccc12)N1CCC(Cc2nc(C3CC3)n[nH]2)C1 (stereo not drawn) | i
O=C(Cc1ccc(F)cc1)N1CCC2(CC1)CCN(Cc1cccs1)c1ccccc1O2 | ?
CCCCN(CC)C(=O)CSc1c2c(nc3ccc(Cl)cc13)CCCC2 | -28.6%
CCCCOc1ccc(CNC(=O)c2cc3n(n2)CCCN(Cc2ccc(C)cc2)C3=O)cc1 | -17.8%
CCNC(=O)[C@@H]1C[C@H](NC(=O)c2oc(C)nc2C)CN1C1CCOCC1 | -3.1%
Cc1ccc(C)c(NC(=O)N2CC(n3cc(COc4ccccc4)nn3)C2)c1 | -8.0%
COCCNC(=O)[C@@H]1C[C@H](Oc2ccccc2)CN1C(=O)c1cnc(C)cn1 | 26.0%
COc1ccc(C2(C(=O)N(C)Cc3cccc(OC(F)(F)F)c3)CCOCC2)cc1 | ?
CNC(=O)[C@H]1C[C@H](Oc2ccccc2)CN1S(=O)(=O)c1c(C)noc1C | -15.6%
CC(C)C12CN3CC(C(C)C)(CN(C1)C3c1ccccn1)C2=O (stereo not drawn) | 8.91µM*
Cc1cccc(NC(=O)CN2C(=O)CSc3ccc(S(=O)(=O)N4CCCC4)cc32)c1C | 8.3%
COc1ccc(-c2nc(C)c(CCNC(=O)c3cccc(C)c3)s2)cc1OC | -2.4%
COC(=O)c1sccc1S(=O)(=O)N1CCN(c2cc(Cl)ccc2C)CC1 | -0.6%
CC(NC(=O)Cc1cccn1-c1cccc(Cl)c1)c1cccnc1 (stereo not drawn) | -19.0%
Cc1nc(C(C)C)ncc1C(=O)N1CCC2(CCCN(C)C2=O)C1 (stereo not drawn) | 15.5%
CCC(Cc1ccccc1)NC(=O)c1ccc2nc(N3CCC(C)CC3)sc2c1 (stereo not drawn) | -2.6%
O=C(c1ccccn1)N1CCC(N(Cc2cccnc2)C2CCOCC2)CC1 | i
Cc1ccc(-c2nc(C3CC(=O)N(c4ccc(Cl)cc4)C3)no2)cc1 (stereo not drawn) | 44.0%[activator]
COCCn1c(SCC(=O)c2c(C)[nH]c3ccccc23)nc2cc(C(=O)NC(C)C)ccc2c1=O | -26.9%

Part of the list above in order of molar mass, smallest number first:
SMILES | Pf Dd2 inh
Cc1nc(C(C)C)ncc1C(=O)N1CCC2(CCCN(C)C2=O)C1 (stereo not drawn) | 15.5%
O=C(c1nccc2ccccc12)N1CCC(Cc2nc(C3CC3)n[nH]2)C1 (stereo not drawn) | i
Cc1ccc(C(=O)CSc2nnc(-c3ccccc3)n2-c2ccccc2)cc1 | i
O=C(Cc1ccc(F)cc1)N1CCC2(CC1)CCN(Cc1cccs1)c1ccccc1O2 | ?
COCCn1c(SCC(=O)c2c(C)[nH]c3ccccc23)nc2cc(C(=O)NC(C)C)ccc2c1=O | -26.9%

(next part)
SMILES | Pf Dd2 inh
COc1ccc(NC(=O)C(NC(=O)C2CCC(C)CC2)C(C)C)cc1 (stereo not drawn) | 11.7%
COc1cc(C(=O)N2CCCC(c3nnc(Cn4ccnc4)n3C)C2)ccc1C (stereo not drawn) | -17.0%
COCCn1nnnc1C1CC2(CCOCC2)C(=O)N1Cc1cccc(F)c1 (stereo not drawn) | 35.3%[activator]
CC(c1ccc(-n2cncn2)cc1)n1ccnc1-c1cc2n(n1)CCNC2 (stereo not drawn) | 3.1%
CC1CCN(S(=O)(=O)c2ccc3c(c2)oc(=O)n3CC(=O)NCc2ccc(F)cc2)CC1 | 5.62µM*
CNC(=O)Nc1ccc(C2(C(=O)N3CCN(c4cccc(Cl)c4)CC3)CCC2)cc1 | i
Cc1ccc(CNC(=O)Nc2cccc(-c3ccc(N4CCOCC4)nn3)c2)cc1 | ?
COc1ccc(NCc2cc3cc4c(cc3n(CC(=O)Nc3ccc(C)cc3C)c2=O)OCO4)cc1 | i
COC(=O)[C@H]1CN(C(=O)N2CCOCC2)CCN1C(C)=O | 52.2%[44.1 µM]
COCCNC(=O)C(=O)NCC(c1ccc2c(c1)OCO2)N1CCOCC1 (stereo not drawn) | 38.8%[activator]
Cn1c(C(=O)N2CCN(c3ccccc3)CC2)cc2c1CCN(Cc1cccc(F)c1)C2 | ?
CCc1ccc(S(=O)(=O)Nc2cc3c(cc2N2CCOCC2)n(C)c(=O)c(=O)n3C)cc1 | i
Cc1cc(SCC(=O)NCc2ccc(F)cc2)nc(=O)[nH]1 | -5.0%
Cc1cnn(CCC(=O)N2CCCCCCNC(=O)[C@@H]3CCCC[C@@H]32)c1 | 3.8%
CCOc1ccc(NC(=O)C(C)n2c(=O)cc(-c3ccccc3)c3c(C)nn(C)c32)cc1 (stereo not drawn) | 50.3%[activator]
O=C(NC[C@H]1OC[C@@H](NCc2cccnc2)[C@@H]1O)N1CCOCC1 | -17.5%[44.1 µM]
COc1cccc(NC(=O)c2oc3ccccc3c2NC(=O)c2ccccc2C)c1 | ?
COC(=O)c1ccc(Cn2nnc3sc4c(c3c2=O)CCC(C)C4)cc1 (stereo not drawn) | 5.1%
O=C(Nc1cc(F)ccc1Cl)c1cc2n(n1)CC(c1ccc3c(c1)OCO3)OC2 (stereo not drawn) | 1.8%
CC(C)Oc1ccc2c(NC(=O)C3(C(N)=O)CC3)nn(CC(F)(F)F)c2c1 | ?
Cc1ccc2cccc(NC(=O)C(C)Oc3ccc(C)c(C)c3)c2n1 (stereo not drawn) | i
CC(C(=O)O)N1CC2(CCC1=O)CCN(C(=O)CN1CCCC1)CC2 (stereo not drawn) | -12.4%
Oc1cccc(CN(Cc2cn(-c3ccccc3)nn2)C2CC2)c1 | -9.2%
CCc1ccc(C(=O)N2CCC(c3cc(-c4cccc(OC)c4)n[nH]3)CC2)cc1 | ?
O=C(C1CC1)N1C[C@H]2CN(Cc3cccnc3)C[C@@]2(C(=O)O)C1 | -3.1%
COc1ccc(C2(C(=O)NCC3Cn4cccc4C(=O)N3C)CC2)cc1 (stereo not drawn) | 20.4%
COc1ccc(CCC(=O)NCCc2csc(-c3ccc(Cl)cc3)n2)cc1 | 10.0%
CC(C)CN1C(=O)c2ccccc2C(C(=O)Nc2ccncc2)C12CCCC2 (stereo not drawn) | ?
CC1(C(=O)N2CCCC2)CCCc2cnc(Nc3cccnc3)nc21 (stereo not drawn) | -23.2%[44.1 µM]
O=C(Nc1ccc2c(N3CCCCC3)ncnc2c1)c1ccc(F)cc1 | 3.16µM*
CC/C=C\CCc1c(-c2ccccc2)ncn1CCN1CCN(C)CC1 | 4.47µM*
COCCC1(CO)CCCN(CC(=O)NCc2ccccn2)C1 (stereo not drawn) | -12.6%
COc1ccc(-n2ccn(Cc3ccc(C)cc3)c(=O)c2=O)cc1OC | 53.7%[activator]
COc1ccc(CCC(=O)NC2CC(=O)N(c3cccc(F)c3)C2)cc1 (stereo not drawn) | 46.1%[activator]
COc1cccc(C2C(=O)N(C3CCCCC3)CC(=O)N2Cc2ccc(Cl)cc2)c1 (stereo not drawn) | ?
CC(C)CCN1CC2(CCCN(C(=O)Cn3ccc(=O)[nH]c3=O)C2)CCC1=O (stereo not drawn) | -5.2%
Nc1ccc(-c2ccc(OCCn3ccnc3)cc2)cn1 | i
Cc1cc(C)cc(-n2c(SCC(N)=O)nc3c([nH]c4ccccc43)c2=O)c1 | ?
Cc1nc(CC2CCN(C(=O)c3cccn3C)CC2)n[nH]1 | -2.6%
CC(=O)c1cc(CN(CCc2ccccc2)CC2CCCN(C)C2)cs1 (stereo not drawn) | 12.6µM*
O=C(C1CCCC1)N1CC2(CCCN(C3CCCCC3)C2)Cc2ccccc21 (stereo not drawn) | 7.94µM*
CC(=O)c1ccc(N2C(=O)Nc3ccccc3S2(=O)=O)cc1 | i
COC(=O)c1cc2occc2n1CC(=O)Nc1ccc(C(C)C)cc1 | 0.3%
O=C1NC(C(=O)Nc2ccc(F)cc2)Cn2cccc21 (stereo not drawn) | 30.0%
COCCC(=O)NCC12CCC=C1N(CC1CC1)C(=O)CC2 (stereo not drawn) | 17.0%
CCCN(CCC)CCNC(=O)c1sc2nc3n(c(=O)c2c1C)CCCCC3 | ?
CCOC(=O)CNC(=O)c1ccc(-c2nn(C)c(=O)c3ccccc23)cc1 | 5.4%
COc1cccc(S(=O)(=O)N2CCCN(S(=O)(=O)c3ccccc3)CCC(=O)NCC2)c1 | ?
N#Cc1ccc(C(=O)N2CCOCCNC(=O)[C@@H]3CCC[C@@H]32)cc1 | 22.7%
CCOC(=O)c1ccc(NS(=O)(=O)c2ccc3c(c2)n(C)c(=O)n3C)cc1 | 31.4%[activator][5.79 µM]
O=C(c1cccnc1)N1CCN(C(=O)c2nnn3c2COC(c2ccc(Cl)cc2)C3)CC1 (stereo not drawn) | i
O=C(C1CCCN(c2nc3ncccc3o2)C1)N1CCN(c2ncccn2)CC1 (stereo not drawn) | i
O=C(NCC1Cn2cccc2C(=O)N1Cc1ccccc1)c1ccccc1F (stereo not drawn) | i
COCC(=O)N1CCC(CCOc2ccc(C)cc2)C1 (stereo not drawn) | 43.2%[activator]
O=C(c1ccc(F)c(F)c1)N1CCN(C(=O)c2nnn3c2COC(c2ccccc2)C3)CC1 (stereo not drawn) | -23.3%
COCCNC(=O)C1(C)CCCc2cnc(Nc3ccccc3)nc21 (stereo not drawn) | 15.7%[44.1 µM]
O=C1CCC2(C(=O)NCCN3CCOCC3)CCCC=C2N1c1ccccc1 (stereo not drawn) | -8.2%
COc1ccc(-n2ncc3c2ncn2nc(-c4ccc(OC)c(OC)c4)nc32)cc1 | i
Cc1ccc(NC(=O)N[C@@H](Cc2ccccc2)C(=O)N2CCCOCCNC(=O)CC2)cc1C | ?
Cc1cccc(C)c1NC(=O)CN1C(=O)c2cccc3cccc1c23 | 30.9%[activator]

Remaining list, next part:
SMILES | Pf Dd2 inh
CCC(CC)C(=O)Nc1ccc([C@H]2OCC(=O)N(C)[C@@H]2CO)cc1 | 0.4%[44.1 µM]
CN(C)C[C@H]1C[C@@H](CO)CN(C(=O)CN2CCC(c3ccccc3)CC2)C1 | -7.8%
O=C(CSc1nc2c([nH]c3ccccc32)c(=O)n1-c1cccc(Cl)c1)NCc1ccccc1 | ?
O=C(CCCCn1c(=O)c2ccccc2n(Cc2ccc(Cl)cc2)c1=O)NCc1ccccc1Cl | -25.9%
CCCc1noc(-c2cn(C3CCN(C(=O)Cc4cccc(F)c4)CC3)nn2)n1 | ?
N#C/C(=C\c1ccc(Cl)cc1Cl)c1nc(-c2cccc(Cl)c2)cs1 | 4.6%
O=C(Nc1ccc([C@@H](O)[C@H]2COCC(=O)N2Cc2ccc(F)cc2)cc1)c1ccnc(Cl)c1 | ?
COc1ccc2c(c1)CCc1c(C(=O)Nc3ccc(OC)cc3OC)noc1-2 | ?
COc1cccc(CNC(=O)c2noc(-c3ccc(C)cc3)n2)c1 | 46.4%[activator]
Cc1cccc(-c2nc3c4ccccc4n(Cc4cccc(Cl)c4)c(=O)n3n2)c1 | 17.7%
